AGP1-GFP MLPCN: modulators of TOR pathway AGP1-GFP in S. cerevisiae. AID 2066. S. cerevisiae AGP1-GFP multiplex flow cytometry, 3 h; GFP as percent of DMSO wells. GFP response vs DMSO, % at 10 µM. hit rate 0.02% among 320,000;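 active = GFP response relative to DMSO above a set limit, near screen average plus 3 SD, cut at about 150% in these data; inconclusive = fewer than 70 cells counted for the yeast strain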;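 note: median GFP channel fluorescence of the gated AGP1 strain per well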
LAP4-GFP MLPCN: yeast TOR pathway LAP4-GFP modulation. S. cerevisiae LAP4-GFP multiplex, flow cytometry GFP, 3 h; median GFP as percent of DMSO wells. GFP response vs DMSO, % at 10 µM. hit rate 0.34% among 320,000. AID 2023;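 active = GFP response vs DMSO above a set limit, about the screen mean plus 3 SD, cut at about 150% in these data; inconclusive = under 70 cell events counted for the yeast strain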
AHR act: activators of human aryl hydrocarbon receptor | hit rate 2.5% among 320,000 | AHR-responsive luciferase reporter cells, luminescence | P35869 | activation, % at 5 µM; in the data active = activation above about 47%;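 note: 0% = vehicle wells and 100% = reference agonist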
Target sequence (P35869 whole entry, looked up): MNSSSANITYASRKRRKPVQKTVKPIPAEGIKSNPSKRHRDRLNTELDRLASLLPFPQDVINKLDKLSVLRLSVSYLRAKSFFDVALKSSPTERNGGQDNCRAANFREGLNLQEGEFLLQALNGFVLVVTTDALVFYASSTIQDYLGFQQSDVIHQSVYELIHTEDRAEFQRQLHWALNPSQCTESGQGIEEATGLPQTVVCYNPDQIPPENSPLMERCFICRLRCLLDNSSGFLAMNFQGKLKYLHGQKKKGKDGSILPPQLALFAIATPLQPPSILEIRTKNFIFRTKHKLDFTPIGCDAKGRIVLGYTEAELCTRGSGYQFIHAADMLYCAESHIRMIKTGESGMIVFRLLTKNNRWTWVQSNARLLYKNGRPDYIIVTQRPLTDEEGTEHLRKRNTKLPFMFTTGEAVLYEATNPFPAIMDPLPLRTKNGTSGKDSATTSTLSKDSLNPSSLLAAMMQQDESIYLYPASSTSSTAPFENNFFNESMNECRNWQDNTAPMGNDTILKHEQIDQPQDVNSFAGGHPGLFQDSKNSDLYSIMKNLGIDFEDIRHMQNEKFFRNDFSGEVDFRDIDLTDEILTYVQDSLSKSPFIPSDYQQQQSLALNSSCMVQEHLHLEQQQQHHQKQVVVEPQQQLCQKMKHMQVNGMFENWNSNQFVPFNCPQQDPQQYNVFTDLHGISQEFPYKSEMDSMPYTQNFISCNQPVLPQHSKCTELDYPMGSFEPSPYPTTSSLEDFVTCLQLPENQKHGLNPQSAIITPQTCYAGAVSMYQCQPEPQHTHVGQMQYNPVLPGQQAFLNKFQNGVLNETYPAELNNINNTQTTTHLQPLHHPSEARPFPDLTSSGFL
MEP2 TOR yeast: modulators of TOR pathway MEP2-GFP in S. cerevisiae | S. cerevisiae MEP2-GFP strain, flow cytometry GFP, 3 h; 100% = DMSO control level | GFP response vs DMSO, % at 10 µM | hit rate 0.51% among 330,000 | AID 2016;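 active = GFP response versus DMSO above a set limit, roughly screen mean plus 3 SD, cut at about 180% in these data; inconclusive = fewer than 70 cells counted for a yeast strain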;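 note: median GFP fluorescence of the barcode-gated MEP2-GFP cells per well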
CIT2 TOR yeast: modulators of TOR pathway CIT2-GFP in S. cerevisiae; S. cerevisiae CIT2-GFP strain, flow cytometry, 3 h; 100 means same as DMSO wells; hit rate 0.065% among 320,000; GFP response vs DMSO, % at 10 µM;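 active = GFP response relative to DMSO above a set limit, near the screen mean plus 3 SD, cut at about 150% in these data; inconclusive = Fewer than 70 cells measured for a yeast strain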;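 note: ratio of well median GFP fluorescence to mean of DMSO wells on the plate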
RPL19A-GFP yeast: alters RPL19A-GFP fluorescence in TOR pathway yeast screen. S. cerevisiae RPL19A-GFP strain, flow cytometry, 3 h; active compounds read low. percent response vs DMSO, % at 10 µM. hit rate 0.3% among 330,000;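 active = percent response vs DMSO below 50%; inconclusive = fewer than 70 events counted for the yeast strain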;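 note: median channel GFP fluorescence of the barcoded RPL19A-GFP strain; ratio of sample median GFP to plate DMSO average so 100% = DMSO; lower means less RPL19A-GFP as with rapamycin TOR inhibition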
Efflux pump inh: blocks antifungal efflux pumps in multiplex yeast assay | inhibition, % at 10 µM | S. cerevisiae Candida pump triplex, Nile Red efflux | hit rate 0.44% among 330,000 | AID 485275;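 active = plate passing quality check with inhibition over a set limit, or well fluorescence over plate mean plus 4 SD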;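 note: Nile Red retained in pooled yeast measured as flow cytometry median fluorescence; 0% = buffer negative control and 100% = Enniatin B positive control; higher means more Nile Red kept so more efflux inhibition; some compounds called inactive have numbers as strong as hits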
CR mimetic SO: caloric restriction mimetics inhibiting age-related superoxide in yeast; S. cerevisiae aged cells, superoxide DHE fluorescence; active compounds read low; superoxide response (% of plate mean), % at 10 µM; hit rate 0.18% among 330,000; AID 2690;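 active = superoxide response under a set limit, about three screen SD below normal, cut at about 65% in these data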;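 note: yeast aged for seven days with compound at 30 °C before DHE staining; 100% = average MFI of all compound-treated wells on the plate with controls excluded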
Active calls of the source: *; ? = inconclusive; nt = no result given; [ ] = remark or other dose.

SMILES	AGP1-GFP MLPCN	LAP4-GFP MLPCN	AHR act	MEP2 TOR yeast	CIT2 TOR yeast	RPL19A-GFP yeast	Efflux pump inh	CR mimetic SO
O=C(COc1c(Br)cc(Br)c2cccnc12)Nc1ccccc1F	95	105	9	99	88	98	-0.1	99
O=C(NCCN1C(=O)S/C(=C\c2cccnc2)C1=O)c1cc(S(=O)(=O)N2CCOCC2)ccc1F	98	107	1	103	105	108	0.0	96
COc1ccc(-n2c(=O)/c(=C\c3cccs3)s/c2=C(/C#N)C(=O)N2CCN(C)CC2)cc1	103	112	-1	147	116	99	0.1	91
O=C(CCc1nc2ccccc2c(=O)[nH]1)Nc1nnc(SCc2ccc(Cl)cc2)s1	111	114	4	107	102	108	0.1	102
O=C(CN1CCCCCC1)N1c2ccccc2Sc2ccc(C(F)(F)F)cc21	103	109	0	107	104	100	0.1	102
Cc1ccccc1NC(=O)CN1C(=O)S/C(=C\c2ccc(-c3cccc(C(=O)O)c3C)o2)C1=O	87	91	2	94	93	87	0.2	101
O=C(Cc1ccc(Br)cc1)N1CCN(C(=O)c2ccccc2)CC1	94	91	0	97	92	96	-0.1	88
O=C1N/C(=C\c2ccc(N3CCOCC3)c(F)c2)C(=O)N1Cc1ccccc1	99	93	17	100	nt	101	0.1	105
c1ccc(COc2ccc(CN3CCN(c4ccccn4)CC3)cc2)cc1	101	95	4	103	104	103	0.0	95
CC(C)CNC(=O)c1cc(-c2ccco2)on1	102	110	1	108	104	99	0.2	109
Cc1ccccc1Nc1cccc2nonc12	93	93	2	98	96	98	0.1	95
S=c1[nH]nc(-c2ccc(Cl)cc2)n1CCCN1CCOCC1	88	89	1	99	104	102	0.0	88
O=C(NCc1ccc(F)cc1Cl)C1CCN(S(=O)(=O)N2CCCCC2)CC1	91	88	1	102	99	91	0.7	84
O=C(CCC(=O)NC1CCCCC1)Nc1cccnc1	100	104	2	114	96	103	-0.1	102
O=[N+]([O-])c1ccc(/C=[N+](\[O-])[C@@H]2CCCC[C@@H]2/[N+]([O-])=C/c2ccc([N+](=O)[O-])o2)o1	26	107	1	112	95	102	0.0	105
Cc1ccc(/C(O)=C2\C(=O)C(=O)N(CC(C)O)C2c2ccccn2)cc1 (stereo not drawn)	104	98	-1	108	109	101	-0.1	97
Nc1ccccc1C(=O)Nc1cccc(C(=O)O)c1	95	99	2	100	97	93	0.0	102
C=CCSc1nnc(NC(=O)C2CC(=O)N(c3ccc4c(c3)OCCO4)C2)s1 (stereo not drawn)	110	101	3	96	104	95	0.1	104
O=C(Nc1ccc(N2CCOCC2)c(Cl)c1)c1ccccc1Cl	107	112	-4	119	111	107	-0.1	101
CNc1nc(Nc2ccc([N+](=O)[O-])cc2)nc(OCC(F)(F)F)n1	137	102	62*	106	106	104	0.0	102
COc1ccc(CC(=O)NNC(=S)NCC2CC2)cc1OC	104	102	0	92	88	90	0.4	111
O=C(NCC1CCN(c2ccc(S(=O)(=O)N3CCOCC3)cc2)CC1)c1ccc(Cl)cc1	84	89	1	96	77	88	0.1	105
COc1ccccc1CN1CCNC(=O)C1CC(=O)N(C)Cc1nc(C)cs1 (stereo not drawn)	98	93	-2	98	99	102	0.0	80
CN(C)C(CNC(=O)C1CCN(S(=O)(=O)c2ccc(Cl)cc2)CC1)c1ccccc1 (stereo not drawn)	102	97	-2	108	102	101	-0.2	124
c1ccc2ccccc2c1	101	102	0	99	94	102	-0.2	79
SMILES	AGP1-GFP MLPCN	LAP4-GFP MLPCN	AHR act	MEP2 TOR yeast	CIT2 TOR yeast	RPL19A-GFP yeast	Efflux pump inh	CR mimetic SO
CCOC(=O)C(CCC(C)=O)C(=O)c1ccccc1 (stereo not drawn)	87	105	-1	97	91	94	-0.2	104
Cc1ccc(OCC(=O)NCCNC(=O)c2ccncc2)cc1	105	95	2	103	112	105	0.0	94
N#Cc1cc([N+](=O)[O-])ccc1Oc1ccc(-c2nnco2)cc1	92	101	-1	89	94	91	-0.1	96
CC(=O)NC(Cc1ccccc1)C(=O)NC(Cc1ccccc1)C(=O)O (stereo not drawn)	95	101	3	103	101	102	-0.1	99
Cc1cc(C)c(NC(=O)C2CCCO2)c(C)c1NC(=O)C1CCCO1 (stereo not drawn)	94	88	-1	94	91	96	0.0	91
CN(CC(=O)Nc1cccc(F)c1)C(=O)c1cccnc1Sc1ccccc1Cl	107	105	-1	107	108	101	0.0	98
O=C(/C=C/c1cccs1)c1ccc(N2CCOCC2)cc1	94	106	0	93	84	93	0.2	110
CC(=O)N1CCN(C(=S)NC(=O)C23CC4CC(CC(C4)C2)C3)CC1	104	112	0	97	96	98	0.1	94
Cc1nnc(SCC(=O)Nc2ccc([N+](=O)[O-])cc2)n1C	101	92	0	106	99	108	0.2	96
COc1cc([N+](=O)[O-])ccc1NC(=O)CC1SC(=Nc2ccc(F)cc2)N(CCC2=CCCCC2)C1=O (stereo not drawn)	102	94	4	93	98	97	-7.4	85
Cc1ccc(NC(=O)/C=C/c2cccs2)c([N+](=O)[O-])c1	95	98	3	96	99	98	0.0	105
O=C(CCc1nc2ccccc2c(=O)[nH]1)NNC(=O)COc1cccc(F)c1	99	97	1	99	100	96	0.1	85
COc1ccccc1NC(=S)N1CCN(C/C=C/c2ccccc2)CC1	103	102	1	112	101	104	0.0	110
COCC(C)OC(=O)c1c(N)n(CCCN2CCOCC2)c2nc3ccccc3nc12 (stereo not drawn)	?	87[may fluoresce violet]	1	210*[may fluoresce violet]	?	27*[may fluoresce violet]	-0.1	82
Cc1c(N=C(N)/N=C(\N)Nc2ccccc2)c(=O)n(-c2ccccc2)n1C	103	103	-1	107	96	104	-0.1	92
CCn1c(SCc2ccc(Cl)cc2)nc2nc3c(cc2c1=O)CCCC3	89	119	3	73	84	86	-0.1	94
C=C(C)C(=O)O[C@H]1C/C(C)=C\C(=O)/C=C(\C)[C@H](O)[C@@H]2OC(=O)C(=C)[C@@H]21	97	106	-3	101	90	106	-0.1	101
CC(C(=O)N1CCN=C1c1ccccc1)N1C(=O)c2ccccc2C1=O (stereo not drawn)	97	90	1	88	86	91	0.2	107
C=CCc1cccc(CNc2nc3ccccc3n2CCN2CCOCC2)c1O	103	98	2	94	103	100	-0.1	80
Cc1ccc(C)c(OCCSc2nnc(-c3cccnc3)n2N)c1	100	109	94*	114	107	108	-0.2	111
Cc1ccccc1N(CC(=O)Nc1ccccc1C(=O)O)S(C)(=O)=O	109	97	2	110	106	100	0.1	107
COc1ccc(C(C(=O)NC2CCCCC2)N(C(=O)Cc2c[nH]c3ccccc23)c2ccccc2)cc1OC (stereo not drawn)	100	91	4	100	102	104	-0.5	87
CCSc1oc(-c2ccco2)nc1S(=O)(=O)c1ccc(F)cc1	107	104	-2	102	106	101	0.0	97
COc1cc(S(=O)(=O)N2CCN(C(=O)c3ccccc3)CC2)c(OC)cc1Br	84	108	0	74	99	94	-0.1	106
CCOc1ccc(NC(=S)NC(=O)c2ccco2)cc1	94	103	15	98	89	101	0.8	95
SMILES	AGP1-GFP MLPCN	LAP4-GFP MLPCN	AHR act	MEP2 TOR yeast	CIT2 TOR yeast	RPL19A-GFP yeast	Efflux pump inh	CR mimetic SO
O=C(Oc1ccc(O)cc1)C12CC3CC(CC(C3)C1)C2	97	104	1	105	90	115	0.3	104
COc1cc(/C=C2\N=C(c3ccccc3)OC2=O)ccc1OCc1c(C)no[n+]1[O-]	97	94	3	108	111	104	10*	120
CCCNC(=S)N1CCCC(c2nc3ccccc3[nH]2)C1 (stereo not drawn)	104	115	2	96	93	101	-0.1	89
COc1ccc2c(C)c(CCC(=O)NC3CC3)c(=O)oc2c1	102	106	-1	106	95	97	0.1	121
COc1ccc(S(=O)(=O)N2CCC(C(=O)NCC3CC3)CC2)cc1	102	100	-2	94	106	101	0.0	94
C/C(=N\NC(=O)C1CCCC1)c1ccc(Cl)cc1Cl	90	70	nt	97	96	105	0.0	112
COc1ccc(CNC(=O)CN(c2ccc(C)cc2)S(=O)(=O)c2c(C)noc2C)cc1	98	111	4	109	94	97	0.0	97
COc1ccc(C)cc1NC(=O)Cc1c(C(=O)O)n(C)c2ccccc12	102	108	2	102	96	104	0.1	103
COc1cc(/C=C2\CCCc3c2nc2ccccc2c3C(=O)O)cc(Br)c1O	110	100	0	106	101	103	0.1	109
CC(=O)N1CCN(S(=O)(=O)c2cccc(C(=O)NC3CC3)c2)CC1	105	98	0	104	104	100	-0.1	100
Cc1cc(NC(=O)CSCC(=O)Nc2cc(Cl)ccc2N2CCN(C)CC2)no1	99	99	1	102	98	97	0.1	114
O=C(COc1ccccc1F)NCc1ccc(-n2cccc2)cc1	95	104	6	103	101	102	0.0	85
O=C(CN1CCN(C(=O)c2c(F)cccc2F)CC1)Nc1ccccc1C(F)(F)F	96	91	0	100	93	98	0.2	52*
O=c1c2c3c(sc2nc2n1CCCC2)CCC3	96	101	-1	98	93	95	0.1	113
O=C(Nc1ccc(F)cc1F)c1cc2ncc(CCCl)cn2n1	94	102	13	99	91	102	0.0	103
COCCN=C1NC(=O)C(CC(=O)Nc2cccc(Cl)c2C)S1 (stereo not drawn)	104	109	0	97	96	104	-0.1	100
CCOc1ccc2nc(NCCNC(=O)c3cc(OC)c(OC)c(OC)c3)c(C#N)cc2c1	102	99	6	110	105	105	-0.1	88
COc1ccc(NC(=S)N(CCCN2CCCC(C)C2)Cc2cccs2)cc1 (stereo not drawn)	99	108	-1	100	105	98	-0.1	87
O=C(NNC(=O)c1cccc(S(=O)(=O)Nc2ccc(Cl)cc2)c1)c1ccc(=O)[nH]c1	98	100	0	98	100	95	0.1	107
Cc1ccc(N=CC2=C(O)CC(c3cccc(Cl)c3)CC2=O)cc1 (stereo not drawn)	96	91	3	98	97	99	-0.1	91
CC(=O)Nc1nc2ccccc2n1Cc1ccccc1C	99	97	0	109	98	97	0.1	94
COc1c(Cl)cc(Cl)cc1C(=O)Nc1ccc(NC(=O)c2cccs2)cc1	103	101	-5	98	96	97	-0.1	111
COc1ccccc1N(CC(=O)NC1CCCC1)C(=O)c1csnn1	105	108	-4	102	106	100	0.0	88
Cc1ccc(-n2ncc3c(=O)n(CC(=O)OCc4ccccc4)cnc32)cc1	94	96	1	96	96	95	-0.1	105
CC1(C)OC(=O)C(=CNCC(=O)NCC(=O)O)C(=O)O1	95	100	-1	96	94	98	0.1	101
SMILES	AGP1-GFP MLPCN	LAP4-GFP MLPCN	AHR act	MEP2 TOR yeast	CIT2 TOR yeast	RPL19A-GFP yeast	Efflux pump inh	CR mimetic SO
COc1ccc(C(=O)Nc2ccc(Cl)cc2C(=O)NCc2ccco2)cc1	105	103	-4	102	107	99	0.0	89
Cc1cc(C(=O)N/N=C/c2cc(Br)ccc2OC(=O)c2ccccc2Cl)n[nH]1	113	101	65*	101	107	94	0.0	105
CCOC(=O)N1CCN(C(=S)Nc2ccc3nc(N4CCN(CC)CC4)cc(C)c3c2)CC1	103	96	6	107	105	102	0.9	104
O=C(/C=C/c1cccs1)N1CCCCC1	102	97	0	100	99	99	0.0	103
O=C(Nc1nnc(C2CC2)s1)C1=NN(C2CCS(=O)(=O)C2)C(=O)CC1 (stereo not drawn)	105	101	-1	90	97	97	0.0	97
NC(N)=N/N=C/c1cccc([N+](=O)[O-])c1O	99	105	8	99	92	100	-0.1	122
CCCNC(=O)N1CCN(S(=O)(=O)c2ccc3c(c2)OCCO3)CC1	94	95	-2	96	97	95	0.1	87
